Rtt109 Vps75: blocks Candida albicans Rtt109/Vps75 acetyltransferase activity; Q5AAJ8; purified Rtt109/Vps75, ThioGlo CoA-SH fluorescence, 4 h; inhibition, % at 34.9 µM; actives 0.16% (n = 330,000);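 active = inhibition of at least 50% in every replicate; inconclusive = best replicate reaches 50% inhibition but some replicates fall short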
Target sequence (Q5AAJ8 whole entry, looked up): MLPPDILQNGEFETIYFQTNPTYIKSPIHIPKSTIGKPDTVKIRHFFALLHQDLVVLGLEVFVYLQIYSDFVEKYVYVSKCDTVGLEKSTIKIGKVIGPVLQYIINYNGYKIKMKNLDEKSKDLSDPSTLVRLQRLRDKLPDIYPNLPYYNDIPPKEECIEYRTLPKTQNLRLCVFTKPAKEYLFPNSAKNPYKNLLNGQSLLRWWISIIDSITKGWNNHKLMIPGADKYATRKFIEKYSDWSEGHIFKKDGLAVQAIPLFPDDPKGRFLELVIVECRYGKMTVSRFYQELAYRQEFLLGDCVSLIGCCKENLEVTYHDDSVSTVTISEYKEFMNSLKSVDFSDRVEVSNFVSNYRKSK
PvdQ acylase: P. aeruginosa PvdQ acylase inhibition | purified PvdQ acylase, fluorescence plate reader | inhibition, % at 10 µM | actives 0.063% (n = 340,000); in the data active = inhibition above about 30%, passing the limit was not always enough; inconclusive = no clear call, values can overlap the other calls;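 also: 0% = vehicle neutral wells and 100% = reference inhibitor wells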
AddAB inh: less growth of phage-infected E. coli with AddAB | actives 0.29% (n = 330,000) | E. coli expressing H. pylori AddAB, absorbance growth | inhibition, % at 11.9 µM; in the data active = inhibition above about 12%;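 also: 0% = vehicle wells of infected cells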
CAL PDZ FP: blocks peptide binding to human CAL PDZ domain | actives 0.02% (n = 330,000) | Q9HD26 | inhibition, % at 20 µM | purified CAL PDZ, TMR-peptide fluorescence polarization, 1 h;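 active = highest replicate inhibition of at least 40%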;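 also: plate controls were DMSO neutral control wells for no effect and unlabeled competitor peptide control wells for full effect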
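System: tagged CAL PDZ domain. Schedule: 1 h room-temperature incubation prior to read. Signal: fluorescence polarization (mP). Measure: percent inhibition from loss of millipolarization.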
DAGLB inhibitor: diacylglycerol lipase beta (human) inhibition; Q8NCG7; HEK293T DAGLB membrane lysate, EnzChek fluorogenic substrate; actives 0.059% (n = 340,000); inhibition, % at 5.17 µM; in the data active = inhibition above about 34%;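 also: 0% = enzyme with vehicle and 100% = wells lacking enzyme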
Target sequence (Q8NCG7 whole entry, looked up): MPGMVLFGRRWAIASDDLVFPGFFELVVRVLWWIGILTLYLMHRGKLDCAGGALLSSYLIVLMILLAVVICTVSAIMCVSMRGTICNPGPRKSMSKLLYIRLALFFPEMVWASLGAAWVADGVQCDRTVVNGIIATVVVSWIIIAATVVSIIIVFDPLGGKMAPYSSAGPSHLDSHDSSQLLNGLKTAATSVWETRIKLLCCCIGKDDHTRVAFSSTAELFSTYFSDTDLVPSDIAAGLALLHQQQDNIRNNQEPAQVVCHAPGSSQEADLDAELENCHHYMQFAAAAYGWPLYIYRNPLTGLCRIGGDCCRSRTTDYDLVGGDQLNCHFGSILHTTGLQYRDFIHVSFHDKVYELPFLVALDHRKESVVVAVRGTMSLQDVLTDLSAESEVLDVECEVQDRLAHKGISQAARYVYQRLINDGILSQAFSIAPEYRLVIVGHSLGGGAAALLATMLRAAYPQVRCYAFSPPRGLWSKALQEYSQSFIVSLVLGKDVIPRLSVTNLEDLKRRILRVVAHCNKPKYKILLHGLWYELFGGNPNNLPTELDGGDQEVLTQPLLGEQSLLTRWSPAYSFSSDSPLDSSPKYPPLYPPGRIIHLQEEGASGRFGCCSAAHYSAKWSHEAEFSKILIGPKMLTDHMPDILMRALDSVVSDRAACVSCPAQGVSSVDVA
PfHsp90 yeast 2: reduces growth (ATP signal) of yeast expressing P. falciparum Hsp90. AID 504621. S. cerevisiae expressing PfHsp90, BacTiter-Glo ATP, 48 h; yeast lacking PDR1 and PDR3 efflux regulators. inhibition, % at 9.4 µM. actives 0.32% (n = 310,000);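 active = every replicate shows inhibition above about 80%, whatever the replicate mean, limit read from the data; inconclusive = mean inhibition reaches the set limit but some replicate falls short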;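 also: 0% = DMSO neutral controls and 100% = 20 µM radicicol positive controls; yeast relying on Plasmodium falciparum Hsp90 in place of its own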
Ecoli viability: reduces bacterial viability in AddAB counter-screen. inhibition, % at 11.9 µM. E. coli V3065 growth, OD600 absorbance, 18 h. AID 449728. actives 0.27% (n = 330,000);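 active = inhibition above the campaign's mean inhibition across all tested compounds plus 3 SD, cut at about 9.9% in these data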;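 also: uninfected addAB+ strain grown without phage in ampicillin broth; 0% = DMSO wells and 100% = ciprofloxacin 0.95 µg/ml wells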
Wnt act: activators of Wnt/beta-catenin signaling; activation, % at 9.35 µM; actives 1.2% (n = 300,000); AID 743398; Wnt/beta-catenin reporter cell assay, activator, plate reader; in the data active = activation above about 30%, passing the limit was not always enough; inconclusive = no clear call, values can overlap the other calls;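 also: 0% = neutral control wells and 100% = positive control wells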
phage Ecoli inh: E. coli growth loss with phage present; growth absorbance; inhibition, % at 11.9 µM; actives 0.26% (n = 360,000); in the data active = inhibition above about 11%
Tat transport: E. coli Tat transport inhibition | E. coli MC4100 TorA-mCherry Tat export, fluorescence | inhibition, % at 10 µM | actives 0.036% (n = 340,000) | AID 488895;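 active = mean replicate inhibition at least 50% and at least half of replicates individually reaching 50%; inconclusive = only one of the two criteria met; inactive = neither criterion met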;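 also: exported cargo escapes ClpAP degradation while cytoplasmic cargo is degraded and loses fluorescence; 0% = median of neutral control wells and 100% = median of NaSCN control wells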
An asterisk follows results filed as active; ? = inconclusive; / = not tested or not shown.

SMILES	Rtt109 Vps75	PvdQ acylase	AddAB inh	CAL PDZ FP	DAGLB inhibitor	PfHsp90 yeast 2	Ecoli viability	Wnt act	phage Ecoli inh	Tat transport
Cc1cc(=O)[nH]c(SCC(=O)Nc2ccc(S(N)(=O)=O)cc2)n1	-10	-18	2.9	-3.2	0	-30	-1.8	-2	1.6	-8
CC(=O)Oc1ccc(C(=O)Nc2cc(NC(=O)c3ccc(OC(C)=O)cc3)cc(C(=O)NC(C)(C)C)c2)cc1	10	-12	0.3	-5.2	-2	10	0.8	-1	2.0	-5
O=C(NCc1cccnc1)c1ccc(NS(=O)(=O)c2ccc(F)cc2)cc1	7	1	1.8	-0.5	2	7	-0.1	-4	1.7	-1
CCCNC(=O)C1CCN(S(=O)(=O)c2ccc(-c3nn[nH]n3)cc2)CC1	5	-11	-1.5	1.4	2	-3	-0.2	/	-0.6	0
CC1CCCN(C(C(=O)Nc2ccc3c(c2)OCO3)c2ccccc2)C1 (stereo not given)	6	1	1.2	-1.6	-1	-11	-0.3	3	2.4	-14
Cc1ccc(-c2nc3n(n2)Cc2ccccc2-3)cc1	-6	-11	1.0	-2.0	-6	10	0.2	/	2.5	6
O=C(CN1C(=O)c2ccccc2S1(=O)=O)Nc1cccnc1	2	-11	2.8	-0.6	-2	13	-0.3	/	1.8	-10
COc1ccc(NC(=O)Cc2c(SC)c3ccccc3n2Cc2ccccc2)cc1	-2	0	7.3	-2.3	-3	5	1.4	8	2.1	6
O=C(CN1C(=O)CSC1=O)N1CCCC(Nc2ccc(F)cc2)C1 (stereo not given)	-19	3	0.7	-1.8	-1	6	0.3	-2	1.8	-3
O=C(COC(=O)Cn1cnc2ccccc21)Nc1ccc(OC(F)F)cc1	-4	8	0.3	-0.2	-6	-14	-0.2	0	3.9	6
CO/N=C/c1ccc(Oc2ccc(C)cc2)c([N+](=O)[O-])c1	2	-5	3.3	-3.3	-23	18	0.7	3	1.6	5
O=C(O)c1nn(CC(=O)N2CCN(S(=O)(=O)c3ccc(Cl)cc3)CC2)c(=O)c2ccccc12	3	0	0.9	-2.2	-5	5	-0.7	2	1.2	-1
COc1ccc(C2=CC(=O)CC(c3ccc(OC)cc3)C2)cc1 (stereo not given)	1	11	16*	-0.8	-6	-14	10*	2	2.1	0
Cc1n[nH]c(=O)c2c(NC(=O)CSc3ncccn3)oc(C)c12	-7	-12	0.5	-2.4	1	-3	0.1	0	5.1	-8
COc1ccc([N+](=O)[O-])cc1/C=N/Nc1nc(N2CCCCC2)nc(N2CCCCC2)n1	-5	-14	2.4	-0.5	-1	-4	-2.6	-3	3.3	-7
CCOC(=O)C(O)(CC(=O)Nc1ccc(Cl)cc1Cl)C(F)(F)F (stereo not given)	-3	-8	-1.0	-1.9	2	-12	-0.7	0	1.7	-11
CCOC(=O)/C(=C/c1ccco1)NC(=O)c1ccc(Br)o1	2	-7	0.0	-0.8	1	14	-1.8	-5	4.6	-1
O=C(/C=C/c1cccc(F)c1)OCC(=O)N1CCCc2ccccc21	3	-9	-1.4	-1.6	-4	4	-1.6	0	-1.8	-1
Cc1sc2nc3n(c(=O)c2c1C)CCCS3	-3	-10	3.7	-2.7	-2	2	-0.4	/	1.4	-6
Cn1c(=O)oc2cc(S(=O)(=O)NCc3ccccc3)ccc21	-4	15	-0.1	1.3	0	3	0.6	/	0.5	3
Cn1cccc1-c1nc2ccc([N+](=O)[O-])cc2[nH]1	-4	13	-3.0	-0.8	-2	5	-0.8	14	0.5	-14
CCN(CC)CCOC(=O)C1(c2ccc([N+](=O)[O-])cc2)CCCC1	-14	-6	2.1	0.0	1	38	-0.2	7	1.8	-2
O=C(Nc1ccccc1Cl)C1CC(=O)N(Cc2ccco2)C1 (stereo not given)	-6	-2	0.3	-0.5	-10	14	-2.5	-1	3.1	-3
CCOC(=O)C1(CCOc2ccccc2)CCN(Cc2ccc(F)c(OC)c2)CC1	-5	-11	2.2	/	-6	-12	-0.1	-4	0.7	-4
CC(=C\c1ccccc1)/C=C1/SC(=S)N(CCC(=O)O)C1=O	6	17	-0.8	-0.8	-4	-26	0.6	3	-1.9	-10
CCn1cc(/C=C(\NC(=O)c2ccc(OC)c(OC)c2)C(=O)N2CCOCC2)c2ccccc21	21	-11	1.7	-0.5	-1	-25	-1.2	3	1.0	9
COc1ccc(C2=NN(C(=O)c3cccs3)C(c3ccccc3OC)C2)cc1OC (stereo not given)	1	8	2.8	5.6	-1	7	-1.0	0	2.9	-1
Cc1ccc(-c2nn(-c3ccccc3Cl)cc2C(=O)NCC2CCCO2)cc1 (stereo not given)	2	-1	1.2	-2.7	-3	18	0.3	-2	2.2	1
Cc1ccc(CCN2CC(C(=O)NCCCN3CCCCC3)CC2=O)cc1 (stereo not given)	-1	6	4.2	0.5	-1	3	-1.4	-3	-1.0	-1
CCC(=O)Nc1ccc2c(c1)nc(CN1CCCCC1)n2C	17	5	0.1	0.7	2	-5	1.7	0	3.8	-5
Cc1nn2c(-c3ccc(Cl)cc3Cl)nnc2s1	-7	-18	1.9	-1.3	0	8	-1.5	/	1.4	-13
CCOc1ccc(S(=O)(=O)Nc2cccc(C(=O)NCC(c3ccco3)N(C)C)c2)cc1 (stereo not given)	-4	7	4.3	-1.7	3	1	0.2	-1	1.1	-2
CCOc1cc(/C=C2\C(=N)N3N=C(C)SC3=NC2=O)ccc1OCCOc1ccccc1	-2	-15	-1.4	-1.3	-3	-1	1.0	0	2.4	-6
CCCC(=O)n1nc(-c2ccccc2)nc1SC	-10	-7	2.2	-2.6	-2	63	1.2	15	2.1	0
COc1ccc(NC(=O)CSc2nnnn2-c2ccccc2F)cc1	10	13	1.3	-0.7	-3	4	0.2	-1	1.1	8
O=C(O)CCCC(=O)Nc1nc(-c2ccc(F)cc2)cs1	2	-6	-1.4	/	-1	-17	-0.4	/	3.3	10
Cc1ccc(CN(C(=O)c2csnn2)C(C(=O)NC2CCCC2)c2ccco2)cc1 (stereo not given)	4	-5	-0.3	-2.3	1	1	-2.7	-2	3.4	-5
O=C(COC(=O)c1cc([N+](=O)[O-])ccc1N1CCOCC1)NC1CCCCC1	-2	-9	0.9	-1.6	1	14	-0.8	-2	0.2	4
CC(C)(C)N(Cc1ccccc1)C(=O)CSc1nnc(CNc2ccc(F)cc2)o1	16	-20	-0.5	-0.4	-2	20	1.3	-5	0.9	10
Cc1cccc(C(=O)NN2C(=O)C3C(c4ccccc4)C=CC(c4ccccc4)C3C2=O)c1 (stereo not given)	11	3	-1.1	-1.4	-1	-7	1.1	/	1.7	?
O=C(Nc1ccccc1N1CCOCC1)c1ccc([N+](=O)[O-])o1	-3	-5	2.7	-0.3	0	109*	4.5	1	2.0	-6
O=C(Nc1ccc(F)c(F)c1)c1ccccc1	0	-15	-0.8	-1.7	-2	-22	-2.5	21	0.1	-3
O=C(CCN1C(=O)c2ccccc2C1=O)Nc1sc2c(c1C(=O)NCC1CCCO1)CCC2 (stereo not given)	6	1	7.2	0.0	0	-6	1.9	0	2.2	5
CCCCN1C(=O)/C(=C2/C=CC=CN2C)SC1=S	-7	3	1.8	0.8	10	13	0.9	5	5.0	-1
COc1cc2c(cc1OC)CN(C(=O)/C=C/c1ccc(F)cc1)CC2	2	5	3.1	-1.7	-2	-56	1.1	-2	2.2	-4
O=S(=O)(Nc1ccccc1)c1ccc(F)cc1	-4	-4	3.0	-0.2	0	71	2.3	/	3.5	6
CCCN(CC1CC1)C(=O)CSc1nnc(-c2cc(-c3cccs3)nc3ccccc23)o1	-2	-17	0.5	-0.8	-3	-12	2.4	/	-0.1	-10
Cc1ccc(S(=O)(=O)N(C)CC(=O)O/N=C(\N)c2ccc([N+](=O)[O-])cc2)cc1	8	-9	4.3	-0.5	-3	/	2.2	/	-0.2	-15
Cc1cnc(C(=O)OCC(=O)Nc2cccc(Cl)c2)cn1	11	-12	1.3	-2.6	-1	15	2.0	/	-2.1	-2
CC(Oc1ccccc1F)C(=O)NNC(=O)CCNC(=O)c1ccco1 (stereo not given)	-6	-20	-1.0	-1.6	-4	3	2.1	4	3.8	-2

A different layout for three compounds above.
Values in the order: Rtt109 Vps75, PvdQ acylase, AddAB inh, CAL PDZ FP, DAGLB inhibitor, PfHsp90 yeast 2, Ecoli viability, Wnt act, phage Ecoli inh, Tat transport
CC(Oc1ccccc1F)C(=O)NNC(=O)CCNC(=O)c1ccco1 (stereo not given)
  -6, -20, -1.0, -1.6, -4, 3, 2.1, 4, 3.8, -2
O=C(Nc1ccc(F)c(F)c1)c1ccccc1
  0, -15, -0.8, -1.7, -2, -22, -2.5, 21, 0.1, -3
CCCN(CC1CC1)C(=O)CSc1nnc(-c2cc(-c3cccs3)nc3ccccc23)o1
  -2, -17, 0.5, -0.8, -3, -12, 2.4, /, -0.1, -10

Continued:
SMILES	Rtt109 Vps75	PvdQ acylase	AddAB inh	CAL PDZ FP	DAGLB inhibitor	PfHsp90 yeast 2	Ecoli viability	Wnt act	phage Ecoli inh	Tat transport
CN(CC1CCCO1)S(=O)(=O)c1ccc(C(=O)Nc2nc3cc4c(cc3s2)OCO4)cc1 (stereo not given)	-7	6	3.2	0.1	2	-36	0.4	-4	0.8	15
O=C(CCCc1c[nH]c2ccccc12)NCCc1c[nH]c2ccccc12	7	5	2.7	-1.6	-1	6	-0.5	-1	-0.7	-5
N#CC1=C(N)Oc2cc(O)c(C=Nc3ccccc3)cc2C1c1ccccc1 (stereo not given)	4	-18	4.8	-2.9	5	-20	-0.4	/	9.4	-1
COc1ccc(N2CCN(c3cc(C)c4ccc(O)cc4n3)CC2)cc1	-50	-17	1.5	-2.3	0	8	0.9	-4	0.7	1
Cc1cc(/C=C(\C#N)C(=O)OCC(=O)Nc2ccc(OC(F)F)cc2)c(C)n1CC(C)C	5	0	1.3	0.2	-6	14	0.6	14	2.1	3
CN1C=CC=C/C1=C1\SC(=S)N(CC(=O)O)C1=O	-36	-12	0.0	-1.3	-1	-15	-1.1	-1	2.7	0
COc1cccc(N2CCN(C3CC(=O)N(c4cccc(Cl)c4)C3=O)CC2)c1 (stereo not given)	25	6	3.7	0.5	0	1	-0.7	/	3.9	3
CC(=O)c1cccc(NC(=O)CSc2ccc(-c3ccccn3)nn2)c1	16	1	11	-1.3	1	-15	6.3	-2	11*	2
Cc1ccc(N2CCN(CC3CC=CCC3)CC2)cc1 (stereo not given)	-5	-15	0.8	-2.7	-3	-10	0.3	/	3.5	-5
Cc1ccccc1CN1CCSc2sccc2C1=O	2	-3	-2.1	-0.4	-3	55	-0.7	-1	4.3	-3
CN(CC(=O)Nc1ccc(S(=O)(=O)N2CCCC2)cc1)Cc1ccc(Cl)c(Cl)c1	6	-6	5.6	-1.9	0	11	-0.7	/	1.3	0
O=C(NCCN1CCCCC1)c1cc2ccccc2[nH]1	8	12	1.5	/	-2	2	-1.3	/	3.0	-4
COc1ccccc1OCc1ccc(C(=O)NN)cc1	-8	-5	0.5	-1.7	-2	-15	-0.5	/	2.3	-4
NC(=O)c1ccsc1NC(=O)CSc1nncs1	1	-10	/	0.6	2	/	/	-3	3.5	18
COc1ccc(S(=O)(=O)N2CCCOC2CNC(=O)C(=O)NCc2ccco2)cc1 (stereo not given)	-11	-9	3.3	-0.2	0	-11	-1.8	-6	1.5	-6

Screening results: PubChem, several laboratories
